From PubChem BioAssay
MCL1-BIM inh: disrupts human MCL1 binding to BIM-BH3 peptide | inhibition, % at 10.9 µM | 320,000 tested, 0.68% active | GST-MCL1 / FITC-Bim-BH3 fluorescence polarization;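 active means inhibition above the mean inhibition of all tested compounds plus 3 SD, set per campaign, cut at about 40% in these data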;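 further: 0% = DMSO wells and 100% = unlabeled Bim-BH3 peptide control; higher means more loss of mP so more displacement of Bim peptide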
Fam108B inh: blocks mouse Fam108B hydrolase in RBBP9 counter-screen; recombinant Fam108B, FP-Rh probe fluorescence polarization; inhibition, % at 9.51 µM; 300,000 tested, 0.33% active; AID 1947;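 active means inhibition above the screen mean inhibition plus 3 SD, computed separately per campaign, cut at about 18% in these data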;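 further: inhibitors lower polarization as less probe binds the enzyme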
MEX-5 binding: C. elegans MEX-5 TCR-2 RNA binding activity; 300,000 tested, 0.38% active; activity score (negative = inhibition of binding), % at 10 µM; MEX-5/FITC-TCR2 RNA binding, fluorescence polarization; stronger effect = lower value; Q9XUB2;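 active means inhibition past about -25% in most replicates, and total fluorescence under double the plate's negative control median, limit read from the data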;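 further: 0% = DMSO and -100% = 5 µM competing unlabeled TCR2 RNA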
Target sequence (Q9XUB2 whole entry, looked up): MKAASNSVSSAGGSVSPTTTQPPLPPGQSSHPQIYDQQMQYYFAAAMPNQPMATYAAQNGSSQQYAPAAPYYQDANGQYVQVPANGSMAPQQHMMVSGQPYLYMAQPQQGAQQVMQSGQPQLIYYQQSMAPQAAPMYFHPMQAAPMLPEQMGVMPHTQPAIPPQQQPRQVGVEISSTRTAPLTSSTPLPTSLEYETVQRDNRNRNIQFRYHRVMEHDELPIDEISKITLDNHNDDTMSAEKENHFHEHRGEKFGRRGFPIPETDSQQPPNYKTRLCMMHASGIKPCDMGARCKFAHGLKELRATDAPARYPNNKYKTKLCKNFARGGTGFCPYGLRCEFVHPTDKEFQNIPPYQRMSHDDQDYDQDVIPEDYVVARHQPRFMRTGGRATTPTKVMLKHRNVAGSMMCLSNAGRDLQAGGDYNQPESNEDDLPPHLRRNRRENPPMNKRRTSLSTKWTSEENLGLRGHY
AHR activator: human AHR activation. P35869. AHR-responsive luciferase reporter cells, luminescence. activation, % at 5 µM. 320,000 tested, 2.5% active. AID 2796; in the data active means activation above about 47%;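 further: 0% = vehicle wells and 100% = reference agonist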
pPAFAH FP inh: inhibitors of human plasma PAF acetylhydrolase (pPAFAH) | Q13093 | recombinant pPAFAH, FP-rhodamine probe fluorescence polarization | inhibition, % at 3.39 µM | 330,000 tested, 1.5% active | AID 463082;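 active means inhibition above the mean inhibition across the screen plus 3 SD, cut at about 25% in these data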;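 further: inhibitors block binding of the rhodamine activity-based probe so polarization drops; 0% = enzyme with DMSO and 100% = wells lacking pPAFAH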
PME-1 inh: PME-1 (human) inhibition; Q9Y570; recombinant PME-1, FP-Rh probe fluorescence polarization; inhibition, % at 5.9 µM; 320,000 tested, 0.53% active;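 active means inhibition above the campaign mean of all compounds plus 3 SD, cut at about 26% in these data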;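 further: competitive labeling of PME-1 active site by serine hydrolase directed probe; 0% = PME-1 with DMSO and 100% = wells lacking PME-1 enzyme; inhibitors block probe labeling so polarization falls and inhibition rises; many of its hits are not listed in these tables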
Target sequence (Q9Y570 whole entry, looked up): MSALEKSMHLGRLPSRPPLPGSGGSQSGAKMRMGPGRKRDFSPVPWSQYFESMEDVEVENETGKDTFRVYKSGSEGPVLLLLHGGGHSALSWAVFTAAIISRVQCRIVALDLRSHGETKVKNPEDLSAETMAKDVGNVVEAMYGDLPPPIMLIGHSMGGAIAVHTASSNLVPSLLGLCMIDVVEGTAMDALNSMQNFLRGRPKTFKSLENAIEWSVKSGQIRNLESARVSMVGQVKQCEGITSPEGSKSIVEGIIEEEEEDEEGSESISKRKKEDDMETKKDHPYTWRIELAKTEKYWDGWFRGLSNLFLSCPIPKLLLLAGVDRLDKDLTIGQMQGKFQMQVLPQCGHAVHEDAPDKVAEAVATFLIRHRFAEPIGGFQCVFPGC
Bcl-xL primary: inhibitors of human Bcl-xL | AID 2129 | Q07817 | inhibition, % at 10.9 µM | GST-Bcl-xL / FITC-Bim BH3 peptide fluorescence polarization | 320,000 tested, 0.7% active;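 active means inhibition above the mean of all tested compounds plus 3 SD, cutoff set per campaign, cut at about 30% in these data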;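 further: 0% = DMSO wells and 100% = unlabeled Bim-BH3 peptide competitor; inhibitors lower millipolarization by displacing the labeled peptide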
GLD-1 RNA inh: GLD-1-TGE RNA interaction inhibition (C. elegans); purified GLD-1 + fluorescein TGE RNA, fluorescence polarization; inhibition, % at 5.96 µM; 320,000 tested, 0.44% active; Q17339;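 active means percent inhibition above a per-plate cutoff, the plate mean of test compounds plus 3 SD, cut at about 30% in these data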;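 further: 0% = DMSO wells with GLD-1 and probe and 100% = wells lacking GLD-1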
PAFAH1B2 inh: blocks human PAF acetylhydrolase 1b catalytic subunit 2 | P68402 | recombinant PAFAH1B2, FP-rhodamine activity probe, fluorescence polarization | inhibition, % at 3.39 µM | 340,000 tested, 1.2% active;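 active means inhibition above the mean of all tested compounds plus 3 SD, cut at about 24% in these data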;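 further: 0% = enzyme with DMSO and 100% = wells lacking PAFAH1B2; many of its hits are not listed in these tables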
Target sequence (P68402 whole entry, looked up): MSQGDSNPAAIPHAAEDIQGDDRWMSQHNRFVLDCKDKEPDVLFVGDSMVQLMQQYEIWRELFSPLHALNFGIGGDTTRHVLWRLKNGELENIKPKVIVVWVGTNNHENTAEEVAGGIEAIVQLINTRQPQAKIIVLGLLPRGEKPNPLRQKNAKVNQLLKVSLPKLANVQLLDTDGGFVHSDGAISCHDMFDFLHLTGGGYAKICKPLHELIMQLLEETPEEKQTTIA
Numbers without * were called inactive; x = no result given.

entry	Structure	MCL1-BIM inh	Fam108B inh	MEX-5 binding	AHR activator	pPAFAH FP inh	PME-1 inh	Bcl-xL primary	GLD-1 RNA inh	PAFAH1B2 inh
1	CCN1CCN(C(C)C(=O)NC2CCCCC2)CC1 (stereo not given)	0	0	1.6	1	0	2	7	6	0
2	O=C(c1ccc(Cl)cc1[N+](=O)[O-])N1CCc2ccccc2C1	-1	2	-2.0	-1	-3	0	3	6	0
3	C=CCC(NC(=O)Cc1ccccc1)C(=O)NCCC (stereo not given)	0	x	x	0	4	-4	0	-2	8
4	Cc1c(NC(=S)NC(=O)c2cccc(Cl)c2)c(=O)n(-c2ccccc2)n1C	5	1	-0.4	1	-1	8	5	-2	7
5	N#CCCN(C(=O)Cn1nc(C(=O)O)c2ccccc2c1=O)c1ccccc1	-7	-3	0.5	0	-2	-3	-6	3	5
6	O=C(Oc1cccc(C(=O)N2CCOCC2)c1)c1ccc(Br)cc1	4	1	1.0	-1	6	0	2	2	0
7	CCc1ccc(CNC(=O)c2cc3c(C)nc4ccccc4c3o2)cc1	-4	-7	-3.5	2	-13	-32	4	-5	-1
8	COc1cc(NC(=O)C2CC2C)c(C(=O)O)cc1OC (stereo not given)	1	2	-0.5	1	2	-9	3	-1	0
9	Cc1onc(-c2c(Cl)cccc2Cl)c1COC(=O)c1ccc(Cl)cc1	-12	-4	-0.9	3	-3	-2	-6	4	-5
10	Cc1ccc2nc(=O)c(NNc3ccccc3)cnc2c1	0	4	-1.2	45	1	41*	8	6	-3
11	CN(C)CCN(C(=O)C1CCN(S(=O)(=O)c2cccs2)CC1)c1nc2ccc(F)cc2s1	-2	0	2.8	11	2	0	5	5	3
12	CCCCN(c1ccccc1)c1ncnc(N)c1[N+](=O)[O-]	-2	4	-0.3	-4	5	2	-2	4	10
13	CC(C)[C@H](NC(=O)c1ccc(C(C)(C)C)cc1)C(=O)N1CCN(Cc2ccc3c(c2)OCO3)CC1	x	x	x	4	-4	x	x	1	3
14	O=C(c1ccco1)N1CCN(C(=O)c2cnn(-c3cccc(F)c3)c2C2CCNCC2)CC1	-4	2	2.0	1	2	-2	-1	1	1
15	COc1ccc(S(=O)(=O)NC2(C(F)(F)F)N=C(c3ccccc3)NC2=O)cc1 (stereo not given)	5	2	2.7	-1	0	5	1	-2	1
16	CCN(C(=O)Cn1c(=O)n(-c2cc(OC)c(OC)c(OC)c2)c(=O)c2ccccc21)c1cccc(C)c1	0	2	-2.1	3	0	0	2	-1	-2
17	COC(=O)c1sc(NC(=O)C(C)C)c(C(=O)OC)c1C	1	-3	-0.7	0	4	-3	5	4	0
18	CN(c1ccccc1)S(=O)(=O)c1cccc(C(=O)NC2CCCC2)c1	x	x	x	-1	1	x	x	2	7
19	CC(=O)Nc1ccc(SCC(=O)N(C)CC(=O)Nc2ccccc2Cl)cc1	x	x	x	1	6	x	x	1	7
20	CS(=O)(=O)Nc1cccc(C2=NN(C(=O)CCC(=O)O)C(c3cccs3)C2)c1 (stereo not given)	-1	2	-0.5	0	7	0	-2	1	-3
21	COc1ccc(OC)c(NC(=O)CCCN2C(=O)C3C4C=CC(C4)C3C2=O)c1 (stereo not given)	-2	-4	1.8	10	1	4	3	6	2
22	O=C(O)CC12CC3CC(C1)CC(n1ncc(NCC4CCCO4)c(Cl)c1=O)(C3)C2 (stereo not given)	7	3	1.5	0	2	-4	13	7	5
23	CC(C)[C@H](NC(=O)Nc1ccc(Oc2ccccc2)cc1)C(=O)O	11	-4	-0.2	6	8	1	9	8	2
24	O=C(c1ccccc1)N1CCN(Cc2ccccc2C(F)(F)F)CC1	5	3	-1.8	0	22	1	6	-1	10
25	CC(=O)N(C)c1ccc(N2CCOCC2)c2c1C(=O)c1ccccc1C2=O	0	1	-0.4	2	1	5	8	4	4
26	CC1CCCCN1C(=S)NCCc1ccccc1 (stereo not given)	12	-1	-0.1	16	-4	1	6	3	2
27	CCCN(CCC)Cc1c(C(=O)N/N=C/c2ccco2)nnn1-c1nonc1N	-8	-3	-2.6	-2	9	3	-9	3	0
28	C/C(=N/NC(=O)CCc1ccccc1)c1ccco1	6	3	0.8	1	-3	1	1	6	1
29	CC(=O)N1CCc2cc(Br)cc(S(=O)(=O)N3CCC(C(=O)O)CC3)c21	0	-1	1.0	0	6	3	6	4	2
30	COCc1cc(=O)n2[nH]cc(-c3ccccc3)c2n1	18	3	-0.9	4	5	2	7	2	6
31	O=C(NCc1cccc2[nH]ccc12)C1CCC(=O)N(CCc2ccc(Cl)cc2)C1 (stereo not given)	4	3	-1.2	2	5	3	12	7	4
32	O=C(CN(Cc1ccc(F)cc1)C(=O)CCC(=O)Nc1nccs1)NCC1CCCO1 (stereo not given)	0	4	0.1	2	4	3	1	3	1
33	O=C(Nc1nnc(CCc2ccccc2)s1)c1ccccc1F	7	-2	2.8	-4	-2	-2	6	1	14
34	O=C(CN1CCN(c2ccccc2)CC1)Nc1ccc(OCc2ccccc2)cc1	-8	2	2.7	3	0	-2	1	1	7
35	COc1ccccc1OCCNC(=O)c1ccccc1C	2	0	-0.7	7	-2	0	-1	-4	2
36	O=C(CC1CCCC1)NCCS(=O)(=O)N1CCN(c2ccccc2F)CC1	0	4	-2.7	3	2	1	1	4	-3
37	COCCNc1nc2c(c(=O)n(Cc3ccc(OC)cc3)c(=O)n2C)n1C	0	1	-0.5	3	6	2	2	2	5
38	COCCCN1C(=O)C(=O)/C(=C(/O)c2ccc3c(c2)CC(C)O3)C1c1cccnc1 (stereo not given)	-2	-1	-1.2	1	0	2	3	2	1
39	O=C(NC(=S)Nc1ccccc1N1CCOCC1)c1ccc([N+](=O)[O-])cc1	11	0	-5.3	13	3	8	1	4	2
40	Cc1ccccc1NC(=S)C1=C(O)c2sccc2N(C)S1(=O)=O	9	1	1.4	7	-3	-3	6	-3	6
41	CC(C)C(C)(C#N)NC(=O)CSc1nnc(-c2ccncc2)n1Cc1ccccc1 (stereo not given)	4	-2	1.6	7	-8	-6	3	0	4
42	COc1ccc(CC(=O)Nc2ccc(-c3noc(COc4ccccc4C)n3)cc2)cc1	-6	-7	2.3	-3	5	-3	-1	-1	-4
43	O=C(CCc1nc(-c2ccccc2Cl)no1)NC1CCCC1	4	-3	-1.0	5	-7	-9	3	-3	1
44	COCCNCC#CCOc1ccc(OC)cc1	-1	0	-0.4	-2	-2	3	-1	1	5
45	CCCCOc1ccc(-c2csc(N)n2)cc1[N+](=O)[O-]	8	5	0.8	-6	16	8	6	6	1
46	O=C(Nc1nc(-c2cccc(Br)c2)cs1)Oc1ccccc1	-2	-1	1.2	7	-3	-3	-2	9	-2
47	O=C(OCCOc1ccccc1F)c1cccc(S(=O)(=O)N2CCOCC2)c1	-9	x	x	0	12	4	-6	2	1
48	O=C1CCC([N+](=O)[O-])C(c2ccccc2C(F)(F)F)N1 (stereo not given)	-2	-1	-0.6	1	4	-3	-4	-2	2
49	CCc1cccc(NC(=O)c2ccc(Br)o2)c1	3	0	2.0	10	7	0	2	3	6
50	CC(=O)c1c(C)[nH]c(C(=O)Nc2cc(S(=O)(=O)N3CCCCC3)ccc2C)c1C	7	x	x	4	1	5	1	-2	-3

Next compounds
entry	Structure	MCL1-BIM inh	Fam108B inh	MEX-5 binding	AHR activator	pPAFAH FP inh	PME-1 inh	Bcl-xL primary	GLD-1 RNA inh	PAFAH1B2 inh
51	CCCCn1c(N)c(N(CC)C(=O)c2ccc(C#N)cc2)c(=O)[nH]c1=O	-5	1	-0.4	-1	1	1	-1	3	-2
52	CC(=O)Nc1ccc(NC(=O)C(C)OC(=O)CCC(=O)c2ccc(F)cc2)cc1 (stereo not given)	-16	3	3.4	1	-3	-3	-4	-6	6
53	CCc1ccc(NC(=O)CSCc2ccc(C(=O)O)cc2)cc1	6	-1	-0.3	0	-2	-1	-1	-4	2
54	O=C(NC1CCCCC1)c1ccc2c(c1)OCO2	5	2	-0.5	19	4	-4	5	-1	4
55	CCN1C(=O)[C@H]2[C@@H](c3ccc(Cl)cc3)N3C(=O)CN(CC4CC4)C(=O)[C@@]3(C)[C@H]2C1=O	1	4	-0.5	2	5	-1	3	-1	1
56	CNCCOc1ccccc1C(C)(C)C	4	1	0.7	5	-2	7	5	2	2
57	Cc1ccc(S(=O)(=O)N2CCC(C(=O)Nc3cc(C(F)(F)F)ccc3N3CCOCC3)CC2)cc1C	-7	-5	0.1	-1	6	3	-7	1	-1
58	COc1ccc2c(c1)oc1c(SCc3nc4ccccc4[nH]3)nc(C)nc12	x	x	x	54*	-7	x	x	-6	11
59	CCN1CCSc2ccc(C(=O)NCc3ccc(OC(C)C)cc3)cc21	4	3	-2.0	5	3	3	4	8	3
60	CN(CCc1ccccn1)C(=O)CCC1CCCN(Cc2ccccc2OC(F)F)C1 (stereo not given)	4	0	-1.8	0	5	0	3	8	0
61	Cc1nonc1CN(C)C(=O)CC1C(=O)NCCN1Cc1ccccc1C(F)(F)F (stereo not given)	10	-2	-1.1	-3	3	6	12	3	7
62	O=C(NCC1CCCO1)C1CC(=O)N(c2ccccc2)C1 (stereo not given)	-1	3	-0.9	1	0	-2	2	7	-2
63	O=C(CSc1n[nH]c(=O)n1Cc1ccco1)Nc1ccccc1	1	3	0.5	-3	1	-5	-3	3	x
64	O=C(CSc1nnc(-c2cccnc2)s1)Nc1cccc(C(=O)O)c1	6	3	-6.3	1	6	-1	5	2	1
65	COc1ccc(C2(CNC(=O)C(c3ccccc3)c3ccccc3)CCOCC2)cc1OC	1	-7	0.2	6	5	-5	4	0	-1
66	Cc1cccc(NC(=O)c2cc(Cl)nc3ccccc23)c1	3	1	0.1	62*	-1	-9	3	-2	0
67	CCC(NC(=O)C(C)NC)C(=O)N1CCCC1C(=O)NC1CCCc2ccccc21 (stereo not given)	1	x	x	-1	-2	-2	1	4	4
68	Cc1nc2ccccc2c(=O)n1/N=C/c1ccccc1OC(F)F	-4	1	-1.2	15	4	-10	3	2	4
69	COc1ccccc1NC(=O)C1=C(C)Nc2nc(-c3cccs3)nn2C1c1cccc(O)c1 (stereo not given)	2	-5	0.8	9	1	10	7	3	4
70	CCOc1ccc(C2C=C(c3ccc(C)cc3)Nc3ncnn32)cc1 (stereo not given)	41*	-2	-4.2	15	6	0	47*	26	x
71	C=C(C)C(=O)N1CC2(CC(c3cccc(NC(=O)CC(c4ccccc4)c4ccccc4)c3)=NO2)C[C@H]1C(N)=O (stereo not given in full)	1	5	2.1	0	-3	0	-3	-8	-1
72	CCC(CC)NC(=O)c1ccc2c(c1)OCCO2	-5	-5	-1.6	1	3	5	2	-7	8
73	O=C(Nc1ccc(Br)cc1F)c1ccc2c(c1)N(Cc1ccccc1)C(=O)CS2=O (stereo not given)	0	-7	-0.5	13	-9	-12	0	6	6
74	CCC(C)c1ccc(C(C)NC(=S)NCc2ccc(F)cc2)cc1 (stereo not given)	4	-20	-0.2	2	-1	-14	8	2	24*
75	CCNC(=O)C1CC(=O)OC12CCCCC2 (stereo not given)	11	2	1.9	-1	-3	6	9	-1	1
76	CN1CCN(S(=O)(=O)c2cccc(C(=O)N(Cc3ccccc3)c3ccccc3)c2)CC1	5	-1	-2.3	0	3	5	3	-7	1
77	Cn1c(N2C(=O)CC(Cc3ccccc3)C2=O)nc2ccccc21 (stereo not given)	6	1	0.1	1	2	0	7	8	0

An excerpt; count on the stated rates, not on these rows.
